# COUP-TFII inh = blocks human COUP-TFII nuclear receptor; HEK293T NGFI-A luciferase reporter, luminescence; P24468; inhibition, % at 8.6 µM; hit rate 0.7% among 370,000;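 active = inhibition above a per-plate cutoff, mean inhibition of test wells between control levels plus 3 SD, cut at about 38% in these data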;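 note: cells cotransfected with COUP-TFII expression vector driving the NGFI-A reporter; 0% = median of COUP-TF2 test wells and 100% = reporter-only cells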
# TROY signal inh = blocks TROY-dependent signaling in reporter cells. Q293 LMP1-TROYcd NF-kB luciferase reporter, 4 h. inhibition, % at 10 µM. hit rate 0.98% among 360,000. AID 1347056;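 active = compounds whose plate-normalised and pattern-corrected inhibition of the luciferase reporter signal at the single screening dose is 50% or more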
# Shn3 inh set2 = inhibitors of Schnurri-3 3'UTR reporter in osteoblasts; Clone20 osteoblast Shn3 3'UTR firefly luciferase, 24 h; inhibition, % at 12.5 µM; hit rate 0.52% among 360,000;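 active = mean inhibition of at least 75% with every replicate also reaching 75%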;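 note: 0% = median of neutral control wells and 100% = pilot-screen positive control compound; some compounds past the cut are filed as inactive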
# EBV LMP1 NFkB = Epstein-Barr LMP1 NF-kappaB reporter inhibition; LMP1-induced NF-kappaB luciferase reporter cells, luminescence; inhibition, % at 12.5 µM; hit rate 0.69% among 350,000; AID 504558; in the data active = inhibition above about 41%;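 note: 0% = neutral control wells and 100% = reference inhibitor control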
# SRC1 inh = inhibits human SRC1 coactivator. hit rate 0.12% among 360,000. inhibition, % at 3.6 µM. Q15788. AID 588354. HEK293 GAL4-SRC1 luciferase reporter, luminescence;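 active = inhibition above the campaign mean plus 3 SD, with each screening campaign given its own cutoff, cut at about 60% in these data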;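 note: 0% = DMSO treated cells and 100% = gossypol at 36 µM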
# Target sequence (Q15788 whole entry, looked up, the tested form may be a part): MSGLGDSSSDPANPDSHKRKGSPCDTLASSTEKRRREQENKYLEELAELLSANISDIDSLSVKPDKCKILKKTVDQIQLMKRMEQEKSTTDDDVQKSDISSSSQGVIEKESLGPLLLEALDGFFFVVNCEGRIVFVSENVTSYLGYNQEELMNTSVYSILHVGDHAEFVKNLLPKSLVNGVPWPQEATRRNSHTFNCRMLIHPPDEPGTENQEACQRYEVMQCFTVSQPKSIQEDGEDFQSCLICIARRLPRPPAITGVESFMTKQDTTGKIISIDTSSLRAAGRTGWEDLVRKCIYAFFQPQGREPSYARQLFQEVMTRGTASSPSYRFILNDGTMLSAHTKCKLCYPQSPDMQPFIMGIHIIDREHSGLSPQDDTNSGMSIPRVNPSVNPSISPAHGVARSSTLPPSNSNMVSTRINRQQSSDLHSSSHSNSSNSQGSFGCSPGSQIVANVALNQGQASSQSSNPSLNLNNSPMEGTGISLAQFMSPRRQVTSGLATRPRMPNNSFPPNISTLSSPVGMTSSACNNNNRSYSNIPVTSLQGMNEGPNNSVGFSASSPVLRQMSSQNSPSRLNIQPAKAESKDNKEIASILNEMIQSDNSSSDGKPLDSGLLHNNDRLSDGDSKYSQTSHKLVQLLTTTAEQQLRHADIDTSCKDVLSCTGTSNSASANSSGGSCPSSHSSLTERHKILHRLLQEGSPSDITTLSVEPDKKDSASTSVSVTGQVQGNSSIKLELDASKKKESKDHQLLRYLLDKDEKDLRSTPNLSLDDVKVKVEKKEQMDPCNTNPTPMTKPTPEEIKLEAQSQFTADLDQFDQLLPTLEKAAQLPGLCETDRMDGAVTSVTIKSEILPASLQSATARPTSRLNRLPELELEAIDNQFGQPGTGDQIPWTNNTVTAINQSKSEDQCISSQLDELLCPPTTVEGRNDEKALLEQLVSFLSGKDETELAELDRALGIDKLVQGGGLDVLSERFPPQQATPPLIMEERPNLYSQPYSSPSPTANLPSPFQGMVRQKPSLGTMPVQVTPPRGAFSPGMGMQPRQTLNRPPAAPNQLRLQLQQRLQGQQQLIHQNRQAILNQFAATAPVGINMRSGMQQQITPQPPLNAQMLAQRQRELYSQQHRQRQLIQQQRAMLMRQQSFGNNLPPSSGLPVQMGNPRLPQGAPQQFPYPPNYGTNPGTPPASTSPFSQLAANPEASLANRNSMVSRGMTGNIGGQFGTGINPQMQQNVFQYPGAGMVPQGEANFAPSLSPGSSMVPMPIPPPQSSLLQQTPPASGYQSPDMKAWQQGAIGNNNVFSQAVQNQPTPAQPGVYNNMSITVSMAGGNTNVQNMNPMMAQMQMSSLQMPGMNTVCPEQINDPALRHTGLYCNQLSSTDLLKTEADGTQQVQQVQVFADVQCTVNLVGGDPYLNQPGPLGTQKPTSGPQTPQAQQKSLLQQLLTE
# CF NFkB block = cystic fibrosis NF-kB activation inhibition; inhibition, % at 5 µM; AID 588850; hit rate 0.86% among 360,000; KKLEB NF-kB-GFP reporter, PAF-induced, GFP fluorescence overnight;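 active = at least 50% inhibition at 5 µM, scaled per plate between neutral and stimulator controls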;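 note: PAF is a Pseudomonas aeruginosa culture filtrate used as stimulus; plate controls were PAF-stimulated DMSO wells for no effect and unstimulated DMSO wells for full effect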
# TRAIL sens C8 = sensitizes caspase-8 expressing cells to TRAIL; NB7+C8 cells + TRAIL, ATPlite viability luminescence; inhibition (viability loss, TRAIL sensitization), % at 10 µM; hit rate 1% among 360,000; AID 624354;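 active = compounds causing at least 50% loss of cell viability in the single-dose screen, relative to plate controls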
# KKLEB cytotox = counter-screen for CF NF-kB inhibitors: cytotoxicity; KKLEB CF airway cells viability, ATPlite luminescence, overnight; active compounds read low; cells stimulated with P. aeruginosa culture filtrate; activity change (cytotoxicity), % at 5 µM; hit rate 0.36% among 360,000; AID 602141;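 active = corrected activity change at or below -50% at 5 µM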
# SRC3 inh = inhibitors of human steroid receptor coactivator 3 (SRC3) | Q9Y6Q9 | HEK293 GAL4-SRC3 luciferase reporter, luminescence | inhibition, % at 3.6 µM | hit rate 0.17% among 360,000 | AID 588352;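 active = inhibition above a per-campaign cutoff, the mean of all compounds plus 3 SD, cut at about 60% in these data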;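 note: 0% = DMSO-treated cells and 100% = gossypol-treated cells at 36 µM; higher means less SRC3-driven luciferase light from the GAL4 reporter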
# TWEAK-Fn14 inh = inhibitors of TWEAK-Fn14 interaction signaling. TWEAK-stimulated Fn14 reporter cells, luciferase luminescence, 8 h. inhibition, % at 10 µM. hit rate 2% among 360,000. AID 1159606; in the data active = inhibition above about 50%
# LRH-1 inv ag = inverse agonists of human LRH-1 (NR5A2) | O00482 | HEK293T StAR-luciferase reporter, LRH-1 transfected, 24 h | inhibition, % at 3.6 µM | hit rate 0.13% among 360,000;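 active = inhibition above the mean inhibition of all tested compounds plus 3 SD, cut at about 73% in these data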;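 note: 0% = DMSO wells and 100% = reporter-only cells lacking LRH-1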
# The depositor's hits bear a star; / = no result given. Not all compounds are listed (hit frequency here may not be typical).
compound	COUP-TFII inh	TROY signal inh	Shn3 inh set2	EBV LMP1 NFkB	SRC1 inh	CF NFkB block	TRAIL sens C8	KKLEB cytotox	SRC3 inh	TWEAK-Fn14 inh	LRH-1 inv ag
COc1cc(/C=C2\S/C(=N/S(=O)(=O)Cc3ccccc3)NC2=O)c([N+](=O)[O-])cc1OC	11	-7	-10	-6	-12	-5	7	3	1	-7	2
O=C(O)CNC(=O)c1ccc(NC(=O)/C(=C/c2ccccc2)NC(=O)c2ccccc2)cc1	2	1	-2	-3	-1	-8	-18	-5	-7	10	-15
O=C1C=C(c2ccc3c(c2)OCO3)C[C@@H](c2ccc3c(c2)OCO3)C1	-6	-22	10	-4	-21	1	-4	-2	7	-33	0
Cc1cc(C)n2cc(CSc3nnc(N)s3)nc2n1	-12	2	-11	-4	-15	-18	-3	6	16	12	-2
O=C(CN(c1ccccc1)S(=O)(=O)c1ccc(F)cc1)NCc1cccs1	-10	-21	0	-5	-4	-2	2	7	21	2	-5
CCC(=O)NC(=S)Nc1cccc(C(C)=O)c1	7	12	-22	2	-32	3	1	1	17	-3	-17
CC(C)(C)c1ccc(Cc2n[nH]c(=S)[nH]c2=O)cc1	8	3	16	31	4	6	-10	0	21	12	6
CC1(C)Cc2cccc(OCC(=O)N3CCN(c4cccc(C(F)(F)F)c4)CC3)c2O1	-1	20	-7	-1	1	13	9	-4	22	3	5
CCOc1cc(N2CCOCC2)c(OCC)cc1NC(=O)COC(=O)c1cc(C)oc1C	7	2	5	-2	15	5	7	2	5	-26	5
COc1cc(OC)cc(C(=O)NCCCNC(=O)c2cccnc2)c1	0	20	2	-9	-6	0	-15	8	-16	0	5
COCCn1cc(C(=O)NCCCOC(C)C)c2c3ccccc3n(C)c2c1=O	-9	0	-3	-1	-5	1	-14	-2	4	20	24
COc1ccc(C(CNc2ncnc3sc(C)c(C)c23)N(C)C)cc1 (stereo not drawn)	2	-7	18	-9	-4	3	-23	-3	-6	-12	-16
CC(=O)OCC(C)n1[nH]c2ccccc2c1=O (stereo not drawn)	-4	-13	-16	/	-10	-4	0	0	16	-3	-4
CCn1c(CSc2nnc3ccccn23)nc2cc(C(=O)O)ccc21	-4	-1	-7	8	-6	2	-6	1	-3	9	-3
O=C(NNC(=S)Nc1cccc2ccccc12)c1cccc(Br)c1	-15	19	-52	-8	-10	12	-6	-7	-3	-19	8
Cc1ccc(NC(=O)C(C)N2C(=O)C3C4CC(C(Br)C4Br)C3C2=O)cc1 (stereo not drawn)	4	5	-6	-5	-4	-1	6	2	-3	12	8
O=C(/C=C/c1ccccn1)c1cc(Cl)cc(Cl)c1O	20	-14	-1	7	-19	7	26	-14	28	34	24
CC(C)c1ccc(NC(=O)C2Cc3c(-c4cccc(C(N)=O)c4)ccnc3O2)cc1 (stereo not drawn)	-2	-8	-17	/	11	-74	5	-2	-1	-10	9
C/C(=N\NC(=O)C1CCCN(S(=O)(=O)c2ccccc2)C1)c1cccnc1 (stereo not drawn)	9	10	4	-1	-2	4	12	-3	1	-21	8
CC1CCCCC12NC(=O)N(CC(=O)OCc1cccc(F)c1)C2=O (stereo not drawn)	-11	-11	3	-9	-20	6	-16	-1	7	-17	-1
Cc1ccc(C(=O)N/C(=C\c2ccc(-c3ccc(Cl)cc3)o2)C(=O)NCCCN(C)C)cc1	-1	-12	1	-1	-10	23	20	-20	1	-47	7
CCc1cc2c(SCC(=O)NC3CC3)ncnc2s1	-1	-30	15	6	-8	3	-3	-9	5	-17	-1
Nc1c(-c2ccc(Cl)cc2)cnn1-c1cccc([N+](=O)[O-])c1	-34	-24	-7	-16	-37	14	-3	-1	-66	6	-18
O=C(CN1CCN(c2ccc([N+](=O)[O-])cc2Cl)CC1)N1CCOCC1	3	20	4	6	5	10	2	-13	-11	-6	7
CN(Cc1cccc(Cl)c1Cl)C(=O)c1cccc(S(=O)(=O)N2CCN(Cc3ccccc3)CC2)c1	42*	28	84	11	-3	8	7	1	1	45	31
O=C(NC1CCCCC1)C(c1cccs1)N(C(=O)c1ccccn1)c1ccccc1 (stereo not drawn)	16	-1	10	-5	-18	-19	-2	4	16	6	12
COc1cc(C2Nc3c(F)cccc3C3C=CCC32)cc(Br)c1OC (stereo not drawn)	10	19	-84	-1	9	-2	-2	2	0	-13	16
COc1cccc(N2CCN(S(=O)(=O)c3c(C)[nH]c(C)c3C(=O)N3CCCCC3)CC2)c1	-17	-9	-6	9	15	-10	12	5	-9	-14	-8
CCn1cc(C(=O)N[C@@H](CCSC)C(=O)NCCCO)c(=O)c2cc3c(cc21)OCO3	-7	-8	-7	2	10	6	12	2	11	-22	23
Cc1cc(C)cc(NC(=O)c2cccc(NC3=NC4CS(=O)(=O)CC4S3)c2)c1 (stereo not drawn)	12	17	-15	1	-4	-5	4	10	-20	-1	16
Cc1cccc2sc(N(CCCN(C)C)C(=O)CN3C(=O)c4ccccc4C3=O)nc12	13	-25	-14	0	-5	-3	3	4	17	1	-15
CCOC(=O)C1(Cc2cccc(OC)c2)CCCN(C(=O)c2cc(C)oc2C)C1 (stereo not drawn)	-13	-40	-59	-18	-20	-24	17	7	-38	-9	-48
C=CCc1c(C)[nH]c2c(OC)cccc2c1=S	-14	3	7	9	-22	3	-5	1	-8	-12	7
Cc1ccc(CNC(=O)CC(C)S(=O)(=O)c2ccc3c(c2)NC(=O)CO3)cc1 (stereo not drawn)	5	-1	-11	3	-2	10	-11	-13	-12	5	9
O=C(NC(=S)Nc1nc2ccccc2s1)c1cccs1	-50	0	-49	-24	-100	-12	84*	-56*	-76	29	-65
CCc1nc(SCC(=O)NNC(=O)C(C)C)c2ccccc2n1	0	1	-14	-1	2	9	4	-17	-10	20	-4
COCCN1C(=O)N[C@@H](CCc2ccccc2)[C@@H](C(=O)OC)[C@H]1C	18	9	-16	-9	-19	2	-11	6	-7	1	7
Cc1ccc(C(=O)Nc2ccc([N+](=O)[O-])cn2)o1	-62	-11	-46	-1	-29	-13	-6	14	-47	-4	-64
O=C(Cn1c(NCCCO)nc2ccccc21)c1ccc([N+](=O)[O-])cc1	7	6	-35	-15	8	-10	-1	2	10	15	8
CCCCNC(=O)N1c2ccccc2CC1C (stereo not drawn)	12	-1	-11	-1	-18	10	-5	-1	6	-4	-6
CCOCCCNCC(=O)Nc1ccc(OC(F)(F)F)cc1	-1	8	0	2	-4	11	-4	-6	24	-6	2
COc1ccc(C(CNC(=O)CSc2ccccc2F)N2CCOCC2)cc1 (stereo not drawn)	12	-7	-2	-2	8	-14	3	-2	16	0	9
CCCC1(C(=O)OCC)NC(c2ccc(O)cc2)C2C(=O)N(c3cccc(C(C)=O)c3)C(=O)C21 (stereo not drawn)	-25	6	3	8	1	-10	-20	-4	10	-1	8
CCCCCC(=O)NNC1=NCC(Cc2cccc(Cl)c2)S1 (stereo not drawn)	5	-1	16	9	9	7	-9	10	16	-3	8
Cc1ccsc1C(=O)NCCc1c[nH]c2ccccc12	4	-104	-72	-24	-46	20	3	-16	-92	-11	-40
COc1ccc(-c2cc3ccccc3n2CC(O)CNC(CO)(CO)CO)cc1 (stereo not drawn)	1	-73	-31	-6	-6	4	14	-9	-7	6	-15
O=C(CCCCCn1nnc2ccccc2c1=O)Nc1ccccc1Cl	13	22	4	3	-18	-8	-14	-2	0	2	-5
Cc1ccccc1C(=O)Nc1cccc(NC(=O)Cn2cnc3c(=O)n(C)c(=O)n(C)c32)c1	/	2	18	36	16	5	12	-6	27	-58	17
COc1ccc(OCC(=O)N/N=C2/C=C(C)CC2)cc1	-13	-15	7	-10	0	-2	0	12	9	-11	4
COC(=O)c1ccc(N2CCN(C)CC2)c(NC(=O)COc2ccccc2)c1	-3	4	1	-2	4	6	7	1	9	31	19
COc1ccc(-c2ccc(C(=O)Nc3ccc4c(c3)OCO4)c3occc23)c(C)c1	-35	-48	-90	/	-71	-19	9	-11	-95	4	-114
Cc1csc(SCc2nnc(-c3ccccc3Br)o2)n1	-25	-56	-73	-45	-117	-10	7	-2	-84	12	-150
Oc1ccc(CN2CCc3ccccc3C2)c2cccnc12	10	-18	84*	82*	-1	17	17	-14	13	-11	14
O=C(Nc1ccccc1)OCc1ccccn1	-49	-30	-16	-13	-75	3	-5	0	-76	-18	-47
CCCn1c(=O)c(-c2ccccc2)c(O)c2ccccc21	2	16	-9	-22	-21	4	-17	-4	8	-8	3

# Gathered by group: the compounds so far containing an aryl methoxy group (11)
compound	COUP-TFII inh	TROY signal inh	Shn3 inh set2	EBV LMP1 NFkB	SRC1 inh	CF NFkB block	TRAIL sens C8	KKLEB cytotox	SRC3 inh	TWEAK-Fn14 inh	LRH-1 inv ag
COc1cc(/C=C2\S/C(=N/S(=O)(=O)Cc3ccccc3)NC2=O)c([N+](=O)[O-])cc1OC	11	-7	-10	-6	-12	-5	7	3	1	-7	2
COc1cc(OC)cc(C(=O)NCCCNC(=O)c2cccnc2)c1	0	20	2	-9	-6	0	-15	8	-16	0	5
COc1ccc(C(CNc2ncnc3sc(C)c(C)c23)N(C)C)cc1 (stereo not drawn)	2	-7	18	-9	-4	3	-23	-3	-6	-12	-16
COc1cc(C2Nc3c(F)cccc3C3C=CCC32)cc(Br)c1OC (stereo not drawn)	10	19	-84	-1	9	-2	-2	2	0	-13	16
COc1cccc(N2CCN(S(=O)(=O)c3c(C)[nH]c(C)c3C(=O)N3CCCCC3)CC2)c1	-17	-9	-6	9	15	-10	12	5	-9	-14	-8
CCOC(=O)C1(Cc2cccc(OC)c2)CCCN(C(=O)c2cc(C)oc2C)C1 (stereo not drawn)	-13	-40	-59	-18	-20	-24	17	7	-38	-9	-48
C=CCc1c(C)[nH]c2c(OC)cccc2c1=S	-14	3	7	9	-22	3	-5	1	-8	-12	7
COc1ccc(C(CNC(=O)CSc2ccccc2F)N2CCOCC2)cc1 (stereo not drawn)	12	-7	-2	-2	8	-14	3	-2	16	0	9
COc1ccc(-c2cc3ccccc3n2CC(O)CNC(CO)(CO)CO)cc1 (stereo not drawn)	1	-73	-31	-6	-6	4	14	-9	-7	6	-15
COc1ccc(OCC(=O)N/N=C2/C=C(C)CC2)cc1	-13	-15	7	-10	0	-2	0	12	9	-11	4
COc1ccc(-c2ccc(C(=O)Nc3ccc4c(c3)OCO4)c3occc23)c(C)c1	-35	-48	-90	/	-71	-19	9	-11	-95	4	-114
